# Cav32 inh – blocks human Cav3.2 T-type calcium channel | O95180 | Cav3.2-expressing cells, Fluo-4 calcium fluorescence FDSS; stronger effect = lower value | B-score at 10 µM | hit rate 4% among 100,000;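 active means single-dose well whose peak fluorescence ratio is a statistical outlier from its plate by either plate-standardised score or position-corrected B-score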
# Target sequence (O95180 whole entry, looked up): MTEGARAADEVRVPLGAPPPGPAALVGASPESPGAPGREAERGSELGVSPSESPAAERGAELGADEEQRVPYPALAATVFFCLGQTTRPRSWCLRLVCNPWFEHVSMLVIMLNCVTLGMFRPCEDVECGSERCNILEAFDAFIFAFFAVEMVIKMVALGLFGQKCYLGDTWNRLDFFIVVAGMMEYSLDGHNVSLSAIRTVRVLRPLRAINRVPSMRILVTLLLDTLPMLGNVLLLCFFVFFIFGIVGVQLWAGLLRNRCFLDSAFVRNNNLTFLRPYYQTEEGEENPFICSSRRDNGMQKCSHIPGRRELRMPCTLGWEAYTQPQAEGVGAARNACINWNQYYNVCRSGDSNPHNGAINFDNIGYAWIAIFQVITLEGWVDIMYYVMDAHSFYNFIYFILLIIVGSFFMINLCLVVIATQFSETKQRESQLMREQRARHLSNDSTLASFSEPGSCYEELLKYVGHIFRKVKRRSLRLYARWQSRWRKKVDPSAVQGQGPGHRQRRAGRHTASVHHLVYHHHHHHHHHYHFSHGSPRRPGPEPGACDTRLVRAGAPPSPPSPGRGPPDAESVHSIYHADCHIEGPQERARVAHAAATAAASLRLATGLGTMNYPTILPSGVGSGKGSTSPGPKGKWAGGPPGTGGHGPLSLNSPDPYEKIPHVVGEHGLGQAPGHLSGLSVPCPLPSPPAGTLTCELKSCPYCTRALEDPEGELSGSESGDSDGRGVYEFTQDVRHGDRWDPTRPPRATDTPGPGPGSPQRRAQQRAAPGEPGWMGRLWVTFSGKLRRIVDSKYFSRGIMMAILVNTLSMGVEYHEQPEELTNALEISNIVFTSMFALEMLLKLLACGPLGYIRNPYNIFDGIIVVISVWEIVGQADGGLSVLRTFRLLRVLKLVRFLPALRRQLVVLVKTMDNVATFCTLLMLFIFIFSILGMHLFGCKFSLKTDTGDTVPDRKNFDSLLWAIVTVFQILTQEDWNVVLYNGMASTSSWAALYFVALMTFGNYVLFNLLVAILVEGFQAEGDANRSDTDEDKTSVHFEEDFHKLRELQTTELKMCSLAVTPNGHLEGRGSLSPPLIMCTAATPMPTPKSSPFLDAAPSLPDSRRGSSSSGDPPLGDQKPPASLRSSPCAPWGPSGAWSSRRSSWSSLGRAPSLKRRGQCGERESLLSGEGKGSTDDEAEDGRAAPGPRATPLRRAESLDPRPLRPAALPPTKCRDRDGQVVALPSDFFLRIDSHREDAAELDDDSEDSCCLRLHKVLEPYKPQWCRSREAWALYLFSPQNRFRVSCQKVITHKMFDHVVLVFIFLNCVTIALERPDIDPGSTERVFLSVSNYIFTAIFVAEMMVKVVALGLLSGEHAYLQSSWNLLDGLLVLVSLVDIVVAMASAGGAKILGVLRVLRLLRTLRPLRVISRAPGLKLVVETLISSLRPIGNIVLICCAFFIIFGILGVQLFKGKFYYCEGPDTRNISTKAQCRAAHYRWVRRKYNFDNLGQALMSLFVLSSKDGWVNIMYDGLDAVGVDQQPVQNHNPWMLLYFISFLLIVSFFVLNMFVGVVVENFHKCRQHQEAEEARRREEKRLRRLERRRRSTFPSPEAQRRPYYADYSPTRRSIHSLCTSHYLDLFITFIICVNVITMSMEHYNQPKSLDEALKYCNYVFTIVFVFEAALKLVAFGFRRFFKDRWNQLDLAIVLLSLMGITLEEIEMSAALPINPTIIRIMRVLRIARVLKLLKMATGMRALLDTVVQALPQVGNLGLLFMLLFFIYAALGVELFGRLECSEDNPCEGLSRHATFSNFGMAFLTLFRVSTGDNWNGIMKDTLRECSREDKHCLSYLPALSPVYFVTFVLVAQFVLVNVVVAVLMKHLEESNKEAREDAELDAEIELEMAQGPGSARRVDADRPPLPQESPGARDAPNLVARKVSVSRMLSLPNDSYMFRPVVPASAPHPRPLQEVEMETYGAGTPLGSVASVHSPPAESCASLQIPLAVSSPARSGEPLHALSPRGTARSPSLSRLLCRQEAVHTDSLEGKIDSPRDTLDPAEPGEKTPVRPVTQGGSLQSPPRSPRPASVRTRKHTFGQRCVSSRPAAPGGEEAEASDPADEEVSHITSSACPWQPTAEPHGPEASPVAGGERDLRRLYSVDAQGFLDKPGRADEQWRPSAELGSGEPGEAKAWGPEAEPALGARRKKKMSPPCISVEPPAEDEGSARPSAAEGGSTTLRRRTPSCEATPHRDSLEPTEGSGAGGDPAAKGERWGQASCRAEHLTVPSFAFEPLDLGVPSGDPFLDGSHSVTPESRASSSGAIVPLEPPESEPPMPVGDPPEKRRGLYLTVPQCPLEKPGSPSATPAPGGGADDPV
# The depositor's hits bear a star. A portion of the library; rates above refer to the full screens.
Cav32 inh,Structure
-1.77,CCCCCC(=O)Nc1cccc(C2=NOC3(C2)C[C@@H](C(N)=O)N(C(=O)CC(c2ccccc2)c2ccccc2)C3)c1 (some centres not stated)
-1.43,COc1cc(-n2cnnn2)ccc1S(=O)(=O)N1CCOCC1
-1.38,C#CCOCCOCCOCCNc1nc(N2CCN(C(=O)Cn3cc(CCCCN)nn3)CC2)nc(N2CCN(C(=O)Cn3cc(CC(C)O)nn3)CC2)n1 (configuration not stated)
0.0449,O=C(Cc1nc(=O)c2ccccc2s1)Nc1ccccc1
0.9,CCOC(=O)c1[nH]cnc1C(=O)NC1CCCCC1
0.262,CCCOc1ccc(-c2nnc(N)s2)cc1
0.57,COc1ccccc1CN1C(=O)[C@H]2Cc3c([nH]c4ccccc34)C(C)(C)N2C1=O
-0.617,O=c1c(=NNc2ccccc2Cl)c(=O)c2ccccc12
1.18,Cc1nnc(Nc2ccc(C(=O)NCCO)cc2)c2ccccc12
-0.022,Cc1c(NC(=O)CN2CCN(C(=O)c3ccco3)CC2)c(=O)n(-c2ccccc2)n1C
0.807,Cc1ccc(C)c(SCC(=O)NCc2ccco2)c1
-0.0986,Nn1c(SCC(=O)Nc2ccc3c(c2)OCO3)nnc1-c1cccc(Cl)c1
0.013,CCCCC(C(=O)OCC(=O)c1ccc(OC)cc1)N1C(=O)c2ccccc2C1=O (configuration not stated)
1.22,CC(C)Cn1cc(C(=O)NCCCOC(C)C)c2c3ccccc3n(C)c2c1=O
-2.19,Cn1c(CSc2ccccc2)c(C#N)c2ccccc21
-3.48,Cc1cccc(NS(=O)(=O)c2ccc(C3CCCCC3)cc2)n1
0.0418,COc1cc2cnncc2cc1OC
0.157,CN(C)S(=O)(=O)N1CCN(C(=O)c2ccccc2)CC1
-4.29*,CCN(CC)S(=O)(=O)c1cc(C(=O)Nc2ccc(Cl)cn2)ccc1C
-0.641,COc1ccccc1OCC(=O)NCC1CCCCC1
0.0985,CCC(=O)c1cc2c(C)cc(=O)oc2c(C)c1O
-0.706,Cc1ccc2nc(NC(=O)CN(C)S(=O)(=O)c3cccc4nsnc34)sc2c1
-0.187,CCOC(=O)C1=C(C)N=C2SC(C(=O)OC)=CC(=O)N2C1c1cccc(OC)c1 (configuration not stated)
0.226,CCN(CC)CCC(c1cc(OC)c(OC)c(OC)c1)c1c(O)cc(OC)cc1OC (configuration not stated)
1.24,CSc1nc(O)c(C2OC(=O)c3ccccc32)c(=O)[nH]1 (configuration not stated)
0.322,COC(=O)c1c(N)c2ccccc2[nH]c1=O
-0.133,COc1ccc(-c2nc(CC(=O)O)cs2)cc1OC
-1.33,CC(C)c1cc(C(=O)Nc2cc(Br)ccc2O)no1
-2.09,COc1ccc(OCCOC(=O)c2cccs2)cc1
0.563,Fc1ccc(CN2CCCCCCC2)c(F)c1
4.45e-05,O=c1[nH]c2ccc(Cl)cc2c(-c2ccccc2)c1CN1CCOCC1
0.828,Cc1ccc(C(C)C)c(OC(=O)/C=C/c2ccccc2)c1
-0.383,CCn1c(SCC(=O)NC(C)(C)C)nnc1-c1ccccn1
-0.0718,Cc1nc(C2CCCCC2)c(-c2ccccc2)c(N2CCOC2=O)c1C
0.454,CN1c2ccccc2C(C)(C)C12C=Nc1c(ccc3ccccc13)O2 (configuration not stated)
-4.03,O=c1c2ccccc2nc(-c2ccccc2)n1Cc1ccc(Cl)cc1
0.493,CN1CCN(C2CC(=O)N(c3ccc4c(c3)OCCO4)C2=O)CC1 (configuration not stated)
-0.16,CCS(=O)(=O)c1ccc(O)c(NC(=O)Nc2ccccc2)c1
0.154,CC1(C)C2(C#N)C(N)=NC3(OCCO3)C12C#N (configuration not stated)
0.0329,O=C(Cn1cnc2c(nnn2Cc2ccc(Cl)cc2)c1=O)OCc1ccccc1

# A different layout for seven compounds above.
Molecule | Cav32 inh
Cc1ccc2nc(NC(=O)CN(C)S(=O)(=O)c3cccc4nsnc34)sc2c1 | -0.706
CCOC(=O)C1=C(C)N=C2SC(C(=O)OC)=CC(=O)N2C1c1cccc(OC)c1 (configuration not stated) | -0.187
CCN(CC)CCC(c1cc(OC)c(OC)c(OC)c1)c1c(O)cc(OC)cc1OC (configuration not stated) | 0.226
CSc1nc(O)c(C2OC(=O)c3ccccc32)c(=O)[nH]1 (configuration not stated) | 1.24
COC(=O)c1c(N)c2ccccc2[nH]c1=O | 0.322
COc1ccc(-c2nc(CC(=O)O)cs2)cc1OC | -0.133
CC(C)c1cc(C(=O)Nc2cc(Br)ccc2O)no1 | -1.33

# (list continues)
Cav32 inh,Structure
0.535,COC(=O)NC1CSCC1OC(=O)CN1C(=O)c2ccccc2C1=O (configuration not stated)
0.205,C[C@@H](O)[C@H]1C(=O)N2C(C(=O)O)=C(S[C@@H]3CN[C@H](C(=O)N(C)C)C3)[C@H](C)[C@H]12
0.485,O=C(O)c1ccc(CSc2ncn[nH]2)cc1
0.348,O=C(O)C1C2C=CC(O2)C1C(=O)Nc1ccc(S(=O)(=O)N2CCc3ccccc32)cc1 (configuration not stated)
-0.00181,CC(C)OC(=O)c1cn(-c2ccccc2)nc1-c1ccco1
-2.15,COC(=O)Cn1c2c(c3cc(C)ccc31)CCCC2
-0.0352,CN(C)c1cc[nH]c(=O)c1C#N
0.854,CCOc1c(C(N)=O)c(-c2ccccc2)c2c(=O)[nH]c3ccccc3n12
1.26,CCC(=O)Nc1cccc(NC(=O)c2ccc(C)c([N+](=O)[O-])c2)c1
-1.57,O=C(NN=c1c(=O)c2ccccc2c1=O)c1ccccc1
2.19,NS(=O)(=O)c1ccc(Nc2ncccc2[N+](=O)[O-])cc1
0.0213,Cc1ccccc1-c1nc(Cc2ccccc2)no1
-2.77,O=C(NCc1ccco1)c1ccc(Cn2c(=O)c3sccc3n(Cc3cccc(F)c3)c2=O)cc1
0.24,C=C(C)Cc1c(C)c(C#N)c2nc3ccccc3n2c1N1CCCCC1
0.771,c1ccc(-c2ccc3c(n2)CCCO3)cc1
-0.877,CCOC(=O)N1CCN(S(=O)(=O)c2ccc(F)c(C(=O)Nc3cc(C)cc(C)c3)c2)CC1
-3.53,O=C1CC(N2CCC(c3nc4ccccc4o3)CC2)C(=O)N1c1ccc(Cl)c(C(F)(F)F)c1 (configuration not stated)
-0.146,O=C(COC(=O)c1n[nH]c2ccccc12)NC(=O)NC1CCCCC1
-0.0706,CCOC(=O)c1ccc(-n2c(=S)sc3c(=O)[nH]c(C)nc32)cc1
0.0804,CCC(=O)N(CCc1ccccc1)Cc1cc2cc3c(cc2[nH]c1=O)OCO3

# Some of these compounds in order of SMILES length, largest number first.
Cav32 inh,Structure
0.57,COc1ccccc1CN1C(=O)[C@H]2Cc3c([nH]c4ccccc34)C(C)(C)N2C1=O
0.24,C=C(C)Cc1c(C)c(C#N)c2nc3ccccc3n2c1N1CCCCC1
0.0213,Cc1ccccc1-c1nc(Cc2ccccc2)no1

# Cav32 inh, what is marked active above.
Cav32 inh,Structure
-4.29*,CCN(CC)S(=O)(=O)c1cc(C(=O)Nc2ccc(Cl)cn2)ccc1C

# The list continues:
Cav32 inh,Structure
0.0543,O=C(NCCCO)c1nnc(Cc2c(F)cccc2Cl)o1
-0.655,CC(=O)Nc1nonc1-c1nc2ccccc2n1Cc1ccccn1
-0.465,CCOC(=O)c1cc2cc(CC(=O)c3ccc(OCC)cc3O)ccc2o1
1.29,Cc1cc2c(c(=O)n1C1CC1)C(c1cccc(Cl)c1)C(C#N)=C(N)O2 (configuration not stated)
-0.0633,COc1cc(/C=N/Nc2snc(SC)c2C#N)ccc1O
1.24,COCCCNC(=O)c1ccc2c(=O)n(CC3CCCO3)c(=S)[nH]c2c1 (configuration not stated)
-0.313,CCOCCCNC(=O)c1cc2c(-c3ccc(Cl)cc3)nn(C)c2s1
0.0499,O=C(NCc1cccnc1)c1ccc2c(=O)n(CCCN3CCCC3=O)c(=S)[nH]c2c1
-5.77*,CC(Sc1ccc(Cl)cc1)C(=O)Nc1ccc2c(c1)OCO2 (configuration not stated)
0.0658,CC(=O)c1oc2ccccc2c1N
0.869,COc1nc2ccc(C)cc2cc1-c1noc(-c2ccccc2)n1
-4.02,CCOC(=O)c1c(NC(=O)CSc2nnc(C)s2)sc2c1CCC(C)C2 (configuration not stated)
-0.418,FC(F)(F)c1cc(Oc2ccccc2)nc(-c2ccccn2)n1
1.69,O=C(Cn1ncn2cccc2c1=O)N1CCCCC1
-0.817,Cc1ccc(C(C(=O)NCC2CCCO2)N(Cc2ccccc2F)C(=O)Cn2nnc(-c3cccs3)n2)cc1 (configuration not stated)
0.403,Cc1cc(=O)n2nc(-c3ccc(C(F)(F)F)cc3)sc2n1
0.571,O=C1C2C3C=CC(C3)C2C(=O)N1c1ccccc1 (configuration not stated)
0.0354,Cc1cc(C)c(-c2c(O)c3cccc4c3n(c2=O)CCC4)c(C)c1
-0.174,CCOc1ccc(C2CC(c3ccc(CC)cc3)Nc3nc(N)nn32)cc1 (configuration not stated)
0.0795,O=C(CCc1nc2ccccc2c(=O)[nH]1)NC1CCN(Cc2ccccc2)CC1
1.16,O=C(O)CN(c1ccccn1)S(=O)(=O)c1ccc(Cl)cc1
-1.4,Cc1nc(NC(=O)c2ccccc2)sc1C1(C)CC(c2ccc(OC(F)(F)F)cc2)=NO1 (configuration not stated)
-0.366,CC(=O)N1CCc2[nH]c3ccccc3c2C1
0.376,COc1ccc(Br)c2oc(SC)cc(=O)c12
-3.02,CCOc1ccc2nc(SCC(=O)NC(=O)NCc3ccco3)[nH]c2c1
-0.169,O=C(NCc1ccccc1)C(c1cccnc1)N(Cc1ccco1)C(=O)c1ccccn1 (configuration not stated)
0.89,O=C(c1cnc2ccccn2c1=O)N1CCCc2ccccc21
-0.156,CCOc1ccc(NC(=O)C/C(N)=N/O)cc1
-0.324,COc1ccc(OCCOCCN2CCc3ccccc3C2)cc1
0.135,O=C(CSc1ncnc2nc[nH]c12)N1CCN(c2ccccc2)CC1
-5.02*,CCCOn1c(OCC(C)C)nc2ccccc2c1=O
0.662,Cc1ccc(OCC(=O)O)c(-n2nc3ccccc3n2)c1
-0.154,Cc1c(-c2ccccc2)nc(N)c(C#N)c1-c1ccco1
1.42,Cc1ccc(-c2nnc3c4ccccc4c(C)nn23)cc1S(=O)(=O)N1CCN(CCO)CC1
-1.18,CCc1ccccc1N(CC(=O)N1CCN(c2ccccc2F)CC1)S(C)(=O)=O
0.012,CCOC(=O)C1CCCN(C(=O)CN(c2ccc(OC)cc2)S(=O)(=O)c2c(C)noc2C)C1 (configuration not stated)
-0.0177,COc1ccc(-n2nc(C(=O)NCC(=O)N3CCN(C)CC3)c3ccccc3c2=O)cc1OC
1.26,Cn1c(=O)cc(OCC(=O)NCCCN2CCN(c3ccccc3F)CC2)c2ccccc21
0.733,CCC1CCCCN1Cc1nc2c(c(=O)n(C)c(=O)n2C)n1CC(C)C (configuration not stated)
-0.545,CCOc1ccc(C(=O)OCC(=O)Nc2nc(OC)cc(OC)n2)cc1OCC
-1.22,CC1(C)Cc2ccccc2-c2nc(NCCO)n(-c3ccccc3)c(=O)c21
0.127,CCCCn1c(Cc2ccccc2)n[nH]c1=S
-1.78,COc1ccccc1NC(=O)COc1ccc(C(F)(F)F)cc1[N+](=O)[O-]
0.19,O=C(NCc1ccc2c(c1)OCO2)c1ccc(-n2cnnn2)cc1
1.1,Cc1ccc(C)c(Cn2c(=O)n(CCCC(=O)NCc3ccco3)c(=O)c3sccc32)c1
0.744,CC(=O)c1ccc(NC(=O)Oc2ccccc2)cc1
-0.867,CCOc1ccccc1NC(=O)N1CCC(C(=O)c2ccc(F)cc2)CC1
0.904,COc1ccc(C(CNC(=O)c2ccc(OCC3CCCO3)cc2)N2CCOCC2)cc1 (configuration not stated)
-0.262,CCOC(=O)c1cc2occc2n1CC(=O)N1CCCc2ccccc21
-1.56,CCOC(=O)CCc1cccc2c1CCC2=O
0.0145,COc1cc(/C=N/NC(=O)C2c3ccccc3Oc3ccccc32)ccc1O
0.0208,O=C(O)CCC(=O)c1c[nH]c2ccccc12
-0.179,COc1ccccc1NC(=O)C1=C(C)NC2=C(C(=O)CCC2)C1c1ccc2c(c1)OCO2 (configuration not stated)
-8.27*,CCOC(=O)C1=C(c2cccc(Oc3ccccc3)c2)NC(=S)NC1C (configuration not stated)
0.804,CCN(CC)S(=O)(=O)c1ccc2oc(C(=O)O)c(C)c2c1
-0.0246,O=C(CCn1c(SCC(=O)c2ccccc2)nc2ccccc2c1=O)NCc1ccc(F)cc1
0.0477,CCOC(=O)CSc1nc2ccc(N)cc2s1
0.887,Cn1c(=O)cc(OCC(=O)NCCCN2CCN(Cc3ccccc3)CC2)c2ccccc21
0.0995,COc1ccc(C)c2sc(=NC(=O)C(C)C)n(C)c12
-1.23,COC(=O)c1sc2ccc(C)cc2c1C(=O)OC

# Later entries.
Cav32 inh,Structure
0.832,COc1ccc(C2CC(=O)C3=C(C2)Nc2ncnn2C3c2ccccc2)cc1 (configuration not stated)
0.0577,O=C(O)c1sc2cc(C(F)(F)F)cnc2c1-c1ccccc1
-1.44,O=C1COc2ccc(-c3csc(=Nc4ccc(OC(F)F)cc4)n3CC3CCCO3)cc2N1 (configuration not stated)
-1.74,Cc1ccn2c(/C=N/OCc3ccc(F)cc3)c(-c3ccc(Cl)cc3)nc2c1
0.00863,Cc1ccc(-c2ccc(=O)n(CCC(=O)NCc3ccccn3)n2)cc1
-0.734,COc1cc(NC(=O)C2CCN(S(=O)(=O)c3cccnc3)CC2)cc(OC)c1OC
1.4,O=c1cc(-c2ccccc2)oc2cc(O)cc(O)c12
-0.0431,CC(=O)Nc1cnc(NC(=O)c2cccc(F)c2)cc1C
-4.8*,CCCCCCCCS(=O)c1sc2nc3c(cc2c1N)CCCC3 (configuration not stated)
0.606,O=C(Nc1cccc(F)c1)c1ccc(Br)o1
2.57,O=C(c1ccccc1NS(=O)(=O)c1ccc2c(c1)OCCO2)N1CCOCC1
0.812,COc1cccc(C2CC(c3c(F)cccc3Cl)n3nc(N)nc3N2)c1 (configuration not stated)
1.2,CCN(CC)c1ccc(NC(=O)c2c(OC)cccc2OC)c(C)c1

# High-throughput results as filed in PubChem BioAssay.
